# High-throughput results as filed in PubChem.
# GRK2 inh: inhibitors of human GRK2 displacing RNA aptamer | P25098 | bead flow cytometry, FAM-aptamer displacement from GRK2 | inhibition of aptamer binding, % at 10 µM | 330,000 compounds, 0.59% hits | AID 488847;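 active = inhibition of aptamer binding above 40%, roughly 3 SD of noise, on plates passing a quality check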;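 note: median bead fluorescence of bound FAM aptamer so fluorescent compounds give negative values; no value below 0 was filed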
# Target sequence (P25098 whole entry, looked up): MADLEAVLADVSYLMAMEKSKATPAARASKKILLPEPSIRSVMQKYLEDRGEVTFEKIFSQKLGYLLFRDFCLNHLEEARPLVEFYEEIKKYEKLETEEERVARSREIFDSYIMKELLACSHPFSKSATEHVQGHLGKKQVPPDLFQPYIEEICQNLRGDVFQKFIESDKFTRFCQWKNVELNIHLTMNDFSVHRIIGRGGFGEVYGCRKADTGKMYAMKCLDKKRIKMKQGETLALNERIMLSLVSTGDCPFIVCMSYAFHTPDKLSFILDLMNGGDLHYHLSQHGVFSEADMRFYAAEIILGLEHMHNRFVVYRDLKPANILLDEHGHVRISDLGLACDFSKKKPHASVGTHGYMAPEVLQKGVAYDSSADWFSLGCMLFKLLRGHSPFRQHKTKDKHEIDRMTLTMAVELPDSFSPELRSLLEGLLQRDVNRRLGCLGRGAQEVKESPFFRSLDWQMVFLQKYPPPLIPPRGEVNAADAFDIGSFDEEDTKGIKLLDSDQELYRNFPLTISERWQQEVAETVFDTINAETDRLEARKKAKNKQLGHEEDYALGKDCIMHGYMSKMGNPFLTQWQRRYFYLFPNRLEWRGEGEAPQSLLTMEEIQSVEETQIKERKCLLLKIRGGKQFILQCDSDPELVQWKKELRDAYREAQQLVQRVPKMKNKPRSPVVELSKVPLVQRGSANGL
# AGP1 TOR yeast: yeast TOR pathway AGP1-GFP modulation | S. cerevisiae AGP1-GFP multiplex flow cytometry, 3 h; GFP as percent of DMSO wells | AID 2066 | 320,000 compounds, 0.02% hits | GFP response vs DMSO, % at 10 µM;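 active = GFP response relative to DMSO above a set limit, near screen average plus 3 SD, cut at about 150% in these data; inconclusive = fewer than 70 cells counted for the yeast strain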;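 note: median GFP channel fluorescence of the gated AGP1 strain per well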
# BCLXL inh: inhibitors of human Bcl-xL; inhibition, % at 10.9 µM; Q07817; GST-Bcl-xL / FITC-Bim BH3 peptide fluorescence polarization; 320,000 compounds, 0.7% hits;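 active = inhibition above the mean of all tested compounds plus 3 SD, cutoff set per campaign, cut at about 30% in these data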;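 note: 0% = DMSO wells and 100% = unlabeled Bim-BH3 peptide competitor; inhibitors lower millipolarization by displacing the labeled peptide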
# GLD-1 TGE inh: GLD-1-TGE RNA interaction inhibition (C. elegans); purified GLD-1 + fluorescein TGE RNA, fluorescence polarization; 320,000 compounds, 0.44% hits; Q17339; AID 2280; inhibition, % at 5.96 µM;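 active = percent inhibition above a per-plate cutoff, the plate mean of test compounds plus 3 SD, cut at about 30% in these data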;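 note: 0% = DMSO wells with GLD-1 and probe and 100% = wells lacking GLD-1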
# MEX-5 binding: C. elegans MEX-5 TCR-2 RNA binding activity; Q9XUB2; MEX-5/FITC-TCR2 RNA binding, fluorescence polarization; active compounds read low; activity score (negative = inhibition of binding), % at 10 µM; 300,000 compounds, 0.38% hits; AID 1832;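 active = inhibition past about -25% in most replicates, and total fluorescence under double the plate's negative control median, limit read from the data; inconclusive = replicates evenly split on the limit, or fluorescence at least double controls; inactive = too little inhibition in most replicates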;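 note: 0% = DMSO and -100% = 5 µM competing unlabeled TCR2 RNA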
# CIT2-GFP yeast: yeast TOR pathway CIT2-GFP modulation; S. cerevisiae CIT2-GFP strain, flow cytometry, 3 h; 100 means same as DMSO wells; GFP response vs DMSO, % at 10 µM; 320,000 compounds, 0.065% hits; AID 2029;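 active = GFP response relative to DMSO above a set limit, near the screen mean plus 3 SD, cut at about 150% in these data; inconclusive = Fewer than 70 cells measured for a yeast strain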;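 note: ratio of well median GFP fluorescence to mean of DMSO wells on the plate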
# Yeast superoxide: lowers age-related superoxide in aged yeast cells. S. cerevisiae aged cells, superoxide DHE fluorescence; active compounds read low. superoxide response (% of plate mean), % at 10 µM. 330,000 compounds, 0.18% hits. AID 2690;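 active = superoxide response under a set limit, about three screen SD below normal, cut at about 65% in these data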;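 note: yeast aged for seven days with compound at 30 °C before DHE staining; 100% = average MFI of all compound-treated wells on the plate with controls excluded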
# MCL1-BIM inh: MCL1-BIM-BH3 interaction inhibition (human) | GST-MCL1 / FITC-Bim-BH3 fluorescence polarization | inhibition, % at 10.9 µM | 320,000 compounds, 0.68% hits | AID 2057;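 active = inhibition above the mean inhibition of all tested compounds plus 3 SD, set per campaign, cut at about 40% in these data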;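 note: 0% = DMSO wells and 100% = unlabeled Bim-BH3 peptide control; higher means more loss of mP so more displacement of Bim peptide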
# Target sequence (Q07820 whole entry, looked up): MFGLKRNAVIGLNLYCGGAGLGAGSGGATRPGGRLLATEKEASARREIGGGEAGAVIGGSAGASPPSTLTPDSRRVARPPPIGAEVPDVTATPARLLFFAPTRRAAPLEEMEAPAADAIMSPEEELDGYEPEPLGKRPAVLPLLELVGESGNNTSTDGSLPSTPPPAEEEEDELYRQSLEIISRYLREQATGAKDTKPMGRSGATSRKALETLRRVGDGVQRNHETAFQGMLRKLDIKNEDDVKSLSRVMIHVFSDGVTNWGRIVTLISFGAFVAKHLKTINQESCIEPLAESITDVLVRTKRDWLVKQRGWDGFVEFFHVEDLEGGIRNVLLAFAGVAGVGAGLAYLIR
# VLA-4 inh: inhibition in a human VLA-4 binding assay; inhibition, % (about 7 µM as worked out from the volumes in the protocol); P13612; VLA-4 expressing cells, ligand binding flow cytometry; 330,000 compounds, 0.2% hits; in the data active = inhibition above about 50%
# An asterisk follows results filed as active; ? = inconclusive; . = not tested or not shown. An unsorted share of the library; about 2.1% have a hit in one of these screens.
SMILES,GRK2 inh,AGP1 TOR yeast,BCLXL inh,GLD-1 TGE inh,MEX-5 binding,CIT2-GFP yeast,Yeast superoxide,MCL1-BIM inh,VLA-4 inh
C=CCNC1=C(Cl)C(=O)N(c2cccc(Cl)c2Cl)C1=O,0.0,95.7,6.6,-4.6,0.3,77.2,94.3,4.8,-2.4
Cc1nn(Cc2ccccc2)c(Cl)c1/C=C/C(=O)OC(C(=O)NC(N)=O)C(C)C (stereo not given),0.0,89.3,-8.0,-0.4,-1.5,73.4,108.6,-9.4,0.2
O=C(CCN1CCCCC1)Nc1cccc(Cl)c1,0.0,99.3,3.6,-1.6,-0.1,102.3,84.0,1.8,17.9
CCCOc1ccc(/C(O)=C2/C(=O)C(=O)N(CCCOC)C2c2ccncc2)cc1 (stereo not given),0.0,98.1,3.3,-4.8,-1.2,103.3,96.2,-1.5,-1.2
CC(=O)Nc1cccc(NC(=O)CSc2nc3ccccc3o2)c1,5.0,94.2,0.0,2.2,-0.6,96.3,95.8,8.4,0.0
Cc1cc(C)nc(N2C(=O)CC(Cc3ccccc3)C2=O)n1 (stereo not given),0.0,111.5,4.2,0.3,-1.1,105.7,105.8,3.7,-1.7
CCCCCCC[C@@H](C/C=C/CCC(=O)O)OC,1.0,96.8,.,2.8,.,92.9,75.3,.,-4.7
COCCCNC(=O)CN(Cc1ccccc1)S(=O)(=O)c1ccccc1,1.0,103.4,6.1,4.4,0.5,100.8,107.1,3.3,-1.2
Cc1ccc(C(=O)Nc2ccc(S(=O)(=O)NCc3ccco3)cc2)cc1,4.0,98.9,0.9,0.5,-2.7,98.5,106.2,8.3,23.8
O=Cc1cn(CCC(=O)O)nc1-c1cccc2ccccc12,0.0,103.3,1.1,0.4,-1.0,102.7,98.0,0.6,13.1
Cc1[nH]nc2c1C(c1cnn(C)c1)C(C#N)=C(N)O2 (stereo not given),0.0,108.1,1.7,-3.2,0.2,107.0,79.8,5.9,-0.4
COC(=O)c1cc(C#N)c(Oc2ccc(OC)cc2)nc1C,1.0,86.8,2.2,-3.9,.,95.3,92.5,-6.1,0.9
CCc1ccc(-c2csc(NC(=O)C3=COCCO3)n2)cc1,4.0,80.8,1.9,-1.1,.,80.5,106.5,8.5,9.4
O=[N+]([O-])c1cccc(-n2nnnc2CN2CCCCCC2)c1,0.0,94.9,2.4,-1.4,-1.5,100.3,106.8,5.2,0.4
Oc1ccc(N=Cc2sc3ccccc3c2Cl)cc1,3.0,107.1,15.2,6.2,-3.0,103.5,103.5,17.6,3.9
CCN(CC)C(=O)c1cc(-c2ccc3c(c2)OCO3)on1,0.0,96.8,6.3,0.4,1.2,93.2,94.8,4.9,55.2*
CCN(CC)CCOc1nnc(-c2ccc(OC)cc2)c2ccccc12,2.0,98.0,6.3,-4.3,1.0,104.4,96.8,0.9,0.0
Clc1ccsc1-c1csc(-c2cccnc2)n1,2.0,83.4,3.3,-0.4,2.1,92.4,108.4,1.9,1.6
CC(C)CN1CCC(=O)N(CCOc2ccccc2)CC1,1.0,79.5,-4.9,3.9,-1.5,67.5,106.8,0.6,19.8
CCN(C(=O)COC(=O)CNC(=O)c1sc2ccccc2c1Cl)C1CCCCC1,1.0,98.8,-1.4,0.2,2.7,89.4,94.5,-0.1,0.2
CC1CC(C)CN(c2oc(-c3ccco3)nc2C#N)C1 (stereo not given),0.0,103.1,1.7,7.9,-1.6,113.9,125.5,4.2,3.9
CCCCn1c(=N)n(CCOc2ccc(C)cc2)c2ccccc21,0.0,99.9,3.2,0.8,1.4,103.7,100.3,2.4,1.7
CCCc1cc(=O)[nH]c(SCC(=O)c2cc(C)n(CCC)c2C)n1,3.0,95.8,4.1,5.6,-5.1,97.3,98.1,10.2,5.8
COc1ccc(NC(=O)c2ccc3ccccc3n2)cc1S(=O)(=O)Nc1ccccc1Cl,0.0,104.5,2.6,-1.2,0.3,100.8,114.0,1.2,-9.3
COCCNC(=O)C(=O)Nc1cccc(Br)c1,0.0,96.8,1.9,5.1,1.7,98.1,97.1,-0.3,1.4
CC1=CC(C)C(COC(=O)CN2CCCCC2)C(C)C1 (stereo not given),2.0,102.1,3.3,9.1,-1.0,98.8,74.3,-1.6,-2.0
CN1CCc2nc3sc(C(=O)NCc4ccccc4)c(N)c3cc2C1,0.0,101.0,11.0,6.8,1.1,104.0,80.1,10.6,2.4
CC(=O)c1ccc(N2CCN(C(=O)c3nn(C)c4c3CS(=O)(=O)c3ccccc3-4)CC2)cc1,4.0,104.0,1.4,9.0,1.8,96.9,100.0,-7.2,-120.6
O=C(CSc1nnnn1C1CCCCC1)N1CCc2ccccc21,0.0,97.0,-0.9,2.0,-2.2,90.5,98.7,-0.1,20.7
CS(=O)(=O)c1cccc(C(=O)OCCCC(=O)c2ccccc2)c1,8.0,105.2,.,-0.6,.,102.0,90.8,.,18.2
O=C(CNC(=O)c1ccccc1F)OCC(=O)c1ccc(Cl)s1,7.0,101.8,-5.1,6.3,0.3,107.6,111.2,-5.7,6.2
CCn1c(-c2sc(-c3ccccc3)nc2C)n[nH]c1=S,0.0,101.9,-27.6,-1.6,-0.5,105.1,97.7,-15.7,13.3
CCn1c(SCC(=O)Nc2ccccc2)nnc1C1CCCCC1,0.0,100.8,3.2,-2.9,-1.8,106.6,101.7,6.1,16.5
O=C1C(C=NCc2ccco2)=C(O)c2ccccc21,2.0,98.6,5.4,7.8,-3.4,100.1,99.5,2.0,-0.2
O=C(Nc1cccc(NC(=O)c2ccccc2[N+](=O)[O-])n1)c1ccccc1[N+](=O)[O-],0.0,98.2,4.7,4.1,-2.7,91.9,95.6,4.2,21.6
COc1cccc(CNc2ncn[nH]2)c1OCc1ccc(F)cc1,0.0,105.4,1.7,6.6,-0.1,116.0,89.3,4.5,13.9
Cc1nnc(SC(C)C(=O)NCC2CCCO2)s1 (stereo not given),0.0,102.3,-1.4,4.5,.,105.0,73.5,2.6,-4.5
Cc1ccc(OCC(=O)NC(=S)Nc2cccc(NC(=O)c3ccccc3)c2)cc1,0.0,104.4,-1.4,-2.4,0.8,104.0,94.8,8.6,-5.2
CC(C)N(C(=S)Nc1cc(S(=O)(=O)N2CCOCC2)ccc1Cl)c1ccccc1,2.0,101.3,4.9,2.4,-1.4,100.3,111.6,0.8,12.8
COC(=O)c1cnn(-c2nc(-c3ccccc3)cs2)c1N,0.0,94.0,2.6,0.5,-0.7,110.4,97.1,6.3,22.4
COc1ccccc1C1(O)CCN(CC(=O)Nc2c(C)nn(C)c2C)CC1,0.0,100.6,-0.7,-2.6,0.4,95.4,99.9,4.8,7.4
Cc1cc[n+]2cc(-c3cccc([N+](=O)[O-])c3)c(-c3cccc([N+](=O)[O-])c3)cc2c1,0.0,98.6,3.6,-1.2,-9.0,96.8,96.0,4.6,-1.5
CC(C)(C)OC(=O)C[C@H]1C/C=C\C[C@@H](CC(=O)N[C@@H](CO)Cc2ccccc2)C(=O)N2CCC[C@@H]2COC1=O,2.0,100.5,.,2.1,.,103.0,104.5,.,12.6
Cc1cc(C)c(C(=O)COC(=O)c2cccc(S(=O)(=O)NCc3ccccc3)c2)cc1C,2.0,101.7,-1.7,5.2,0.8,100.1,94.0,-2.6,-10.0
CCOc1ccc(S(=O)(=O)Nc2ccc3c(c2)OCO3)cc1,3.0,104.4,1.6,8.2,-1.1,103.5,96.9,4.0,3.6
O=C(Nc1nnc(-c2ccco2)s1)C1CCN(S(=O)(=O)c2ccc(Cl)cc2)CC1,0.0,106.9,0.5,4.0,-0.4,106.0,92.8,5.2,7.6
CCS(=O)(=O)N1CCC(C(=O)Oc2ccc(Cl)cc2)CC1,1.0,95.8,0.8,4.6,0.8,96.1,91.2,4.6,-0.7
Cn1c(O)c(N=NC(=O)CNC(=O)c2ccccc2)c2cc(Br)ccc21,1.0,96.1,5.1,-7.5,-1.9,95.1,78.5,0.0,5.0
CC(C)(C)CC(=O)Nc1nnc(CCc2ccccc2)s1,5.0,103.9,-1.6,-2.5,1.7,108.5,92.8,-0.6,2.4
Cn1cccc1C1NC(=O)c2c(sc3c2CCC(C(C)(C)C)C3)N1 (stereo not given),1.0,104.4,7.2,10.8,2.3,106.3,108.6,10.1,-5.0
CCc1nc(OCc2ccccc2)c2sc3nc4c(cc3c2n1)COC(C)(C)C4,0.0,.,3.8,6.2,-4.8,87.1,113.8,7.7,5.3
CC1=C(C(=O)Nc2ccccc2C)C(c2ccc(C)o2)N2C(=O)CSC2=N1 (stereo not given),1.0,106.3,6.2,4.6,3.7,103.8,90.3,12.9,-9.1
N#CC(C(=O)NCCc1ccccc1)c1nc2ccccc2nc1N1CCCCC1 (stereo not given),2.0,105.1,8.2,3.8,?,104.2,87.5,3.3,-1.7
O=C(NCC1c2ccccc2CCN1C(=O)CN1CCOCC1)C1CCCCC1 (stereo not given),24.0,98.1,5.7,6.6,3.0,102.7,93.6,-3.1,13.0
Cc1ccc2cc(C#N)c(NCc3ccccc3)nc2c1,0.0,96.2,0.4,-3.0,-0.7,99.2,96.5,6.7,11.7
O=C(NC1CCCCCCC1)c1ccc(F)cc1,0.0,102.1,4.5,-0.9,1.4,99.2,95.1,-1.0,-8.1
Cc1ccccc1NC(=O)CSc1nc2ccccc2c2nc(CCn3cncc3C)nn12,1.0,91.2,6.0,-10.0,-0.2,96.4,106.5,-1.1,26.6
Oc1[nH]c2ccc(Br)cc2c1N=Nc1nn[nH]n1,1.0,99.8,1.2,9.5,-74.2*,94.2,97.7,6.9,-4.0
COc1cccc(-c2nn(-c3ccccc3)cc2CN(C)Cc2ccon2)c1,0.0,94.8,5.1,0.5,-0.4,97.8,88.5,-0.7,-4.1
COC(=O)C1CCN(C(=O)NC(C)(C)C)CC1,0.0,98.4,-3.3,-11.8,-2.4,90.4,116.4,-3.0,17.6
# The listing continues.
SMILES,GRK2 inh,AGP1 TOR yeast,BCLXL inh,GLD-1 TGE inh,MEX-5 binding,CIT2-GFP yeast,Yeast superoxide,MCL1-BIM inh,VLA-4 inh
CCCN(CCC)c1ccc(C(O)c2nnc(-c3ccccc3)o2)cc1 (stereo not given),7.0,104.5,3.9,-0.3,-0.6,104.7,113.8,3.7,-6.4
CC(C)C(C(=O)OCC(=O)c1ccccc1)N1C(=O)C2C3C=CC(C3)C2C1=O (stereo not given),0.0,101.1,2.2,3.5,1.0,98.5,82.3,6.2,3.7
CCOC(=O)c1ccc(NC(=S)N(CCCN2CCN(CC)CC2)Cc2cccs2)cc1,0.0,108.1,1.4,-1.4,1.4,100.2,90.0,2.8,5.0
O=C(Nc1cccc(S(=O)(=O)N2CCCC2)c1)c1cc(=O)[nH]c2ccccc12,11.0,94.5,-9.9,4.5,.,103.8,91.9,-5.1,17.4
Cn1cc(C(=O)NCC2COc3ccccc3O2)c(=O)c2cc(S(=O)(=O)N3CCCCC3)ccc21 (stereo not given),0.0,93.7,0.7,0.7,-2.6,94.0,101.8,7.4,0.5
